HT1080 cytotoxicity: HT1080 cell viability loss – fluorescence readout (AID 620); HT1080 viability, fluorescence; higher % means a stronger effect; cytotoxicity, % at 10 µM, or EC50 in µM where a hit was titrated; 87,000 tested, 0.42% active;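 further: cells exposed to compound overnight then 4 h with Alamar Blue; 0% = vehicle DMSO and 100% = killing control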
HPDE-C7 viability: HPDE-C7 pancreatic duct cell viability loss – fluorescence, HTS (AID 430). HPDE-C7 pancreatic duct cells viability, fluorescence; higher % means a stronger effect. cytotoxicity, % at 10 µM; hits with a dose series show EC50 in µM. 63,000 tested, 1.8% active;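 further: cells exposed to compound for 48 hours before viability readout; 0% = vehicle and 100% = reference cytotoxic drug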
HPDE-C7K KRASV12: viability loss of HPDE-C7K cells – cell-based, fluorescence, HTS, primary screen (AID 431); 63,000 tested, 1.7% active; cytotoxicity, % at 10 µM, or EC50 in µM where a hit was titrated; HPDE-C7K KRASV12 cells, Alamar Blue viability, 48 h; higher % means a stronger effect;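 active means compounds whose percent cytotoxicity in the single-dose primary screen, scaled between solvent and toxic-drug controls, exceeds 50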;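 further: 0% = DMSO solvent wells and 100% = doxorubicin-treated wells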
LYP inhibition: inhibition of human PTPN22 tyrosine phosphatase – biochemical, DiFMUP fluorescence, recombinant catalytic domain, 10 µM, primary screen (AID 606); recombinant LYP catalytic domain, DiFMUP fluorescence; higher % means a stronger effect; inhibition, % at 10 µM; hits with a dose series show IC50 in µM; 52,000 tested, under 10 active;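 active means IC50 under 40 µM in the dose-response test; inactive means IC50 of 40 µM or more, or never dose-tested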
Bfl-1 inhibitors: Bfl-1 inhibitors, primary screen, biochemical, fluorescence polarization, FITC-Bid, mouse (AID 432); FITC-Bid BH3 peptide fluorescence polarization displacement; higher % means a stronger effect; displacement, % at 20 µM, or IC50 in µM where a hit was titrated; 64,000 tested, 0.02% active; in the data active means a potency from the dose series; inactive means the rest, 99 in 100 with displacement below about 15%; further: strong numbers were not always called active
Alkaline phosphatase: inhibition of tissue-nonspecific alkaline phosphatase – biochemical, luminescent (AID 518). 64,000 tested, 0.09% active. purified TNAP enzyme, luminescent substrate readout; higher % means a stronger effect. inhibition, % at 20 µM, or IC50 in µM where a hit was titrated; in the data active means a potency from the dose series; inactive means the rest, 99 in 100 with inhibition below about 22%;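 further: plate controls were vehicle for no effect and reference inhibitor for full effect; many of its hits are not listed in these tables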
Spn MK inh: S. pneumoniae mevalonate kinase inhibition; purified MK, PK/LDH-coupled NADH absorbance 340 nm; inhibition, % at 10 µM; 65,000 tested, 0.48% active; AID 555;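 active means ranked among the strongest by inhibition in the single 10 µM screen, a fixed top-ranked set picked for dose follow-up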; further: no value below 0 was filed
DPM-DC inhibit: inhibitors of Streptococcus pneumoniae diphosphomevalonate decarboxylase. purified DPM-DC, PK/LDH coupled NADH fluorescence. calls only at 10 µM. 65,000 tested, 0.49% active;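 active means the 320 compounds with the highest percent inhibition in the single-dose primary screen, excluding strongly autofluorescent ones, cut at about 32% in these data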;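 further: kinetic rate of NADH fluorescence loss reporting ADP formed by the decarboxylase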
Spn PMK inh: blocks S. pneumoniae phosphomevalonate kinase; purified PMK, PK/LDH-coupled NADH absorbance 340 nm; inhibition, % at 10 µM; AID 539; 65,000 tested, 0.49% active;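 active means top-ranked compounds by inhibition in the single 10 µM screen, taking a fixed number of the strongest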;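 further: 0% = full reaction with DMSO carrier and 100% = background rate without enzyme reaction; no value below 0 was filed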
Spn PMK inh pilot replicates: further read-out of Spn PMK inh, marked with its call; inhibition, %; measured here: pilot screen replicates
Spn MK inh pilot replicates: further read-out of Spn MK inh, marked with its call; inhibition, %; measured here: pilot screen replicates
DPM-DC inhibit pilot screen %: second read-out of DPM-DC inhibit, no call of its own (marks repeat the call); inhibition, %; measured here: pilot screen trials
Active calls of the source: *; i = inactive; . = not tested or not shown; + = active, no number. Unless noted, no stated cut-off is given here; in the data, active means cytotoxicity above about 50%; inactive means the rest.

SMILES | HT1080 cytotoxicity | HPDE-C7 viability | HPDE-C7K KRASV12 | LYP inhibition | Bfl-1 inhibitors | Alkaline phosphatase | Spn MK inh | DPM-DC inhibit | Spn PMK inh | others
Cc1ccc(-n2c(CNc3ccc(F)cc3)nnc2SCC(=O)NCc2ccco2)cc1 | -2% | -4% | 2% | 0% | -1% | -1% | 6 | i | 9
Cc1nnc(NC(=O)NCN2C(=O)C3C4C=CC(C4)C3C2=O)s1 (stereo not given) | 0% | -11% | -13% | . | 5% | 1% | 7 | i | 9
COc1ccccc1-c1nnc(SCC(=O)Nc2cc(C)on2)o1 | 2% | -20% | -8% | 1% | -9% | 3% | 16 | i | 5
O=C1NC(=O)c2cc(NC(=O)C3CCCCC3)ccc21 | 8% | -13% | -10% | 9% | -4% | 10% | 5 | . | 3
COc1ccc(C(=O)NCCn2ccc3ccccc32)cc1OC | -1% | -18% | -22% | 3% | -1% | 2% | 7 | i | 3
CCn1c2ccccc2c2cc(NC(=O)N3CCOCC3)ccc21 | 6% | 6% | -7% | -1% | -1% | -1% | 9 | i | 8
Cc1ccc2c(c1)N(Cc1ccncc1)C(=O)C(C)O2 (stereo not given) | -3% | -6% | -6% | . | 3% | 3% | 5 | i | 11
CCCn1nnc(NC(=O)COc2ccc(Cl)cc2)n1 | 11% | -11% | -15% | . | -5% | 8% | 4 | i | 18
O=C(Nc1nc(-c2ccc(S(=O)(=O)N3CCCC3)cc2)cs1)c1cccs1 | 0% | 0% | 13% | -4% | 5% | 15% | 3 | i | 15
COc1ccc(-n2nnnc2-c2cccnc2)cc1 | -4% | -7% | 1% | . | -11% | 5% | 8 | i | 0
COC(=O)C1C(O)=C(C=NCC(C)N=CC2=C(O)C(C(=O)OC)C(C)(C)CC2=O)C(=O)CC1(C)C (stereo not given) | 15% | . | . | 12% | -3% | 0% | 7 | i | 9
CCOC(=O)N1CCC(N2Cc3cccc(C(=O)NCc4ccccn4)c3C2=O)CC1 | 3% | 7% | 2% | 5% | 2% | 7% | 1 | i | 8
CC(CCc1ccccc1)NC(=O)c1cc2sccc2n1C (stereo not given) | 1% | -16% | -11% | 14% | 4% | 8% | 8 | i | 9
COc1ccc(CCC(C(O)C(F)(F)F)S(=O)c2ccccc2)cc1 (stereo not given) | . | -3% | -7% | . | -1% | 4% | 9 | i | 0
COC(=O)C1CCN(C(=O)COC(=O)CC(NC(N)=O)c2ccc(Cl)cc2)CC1 (stereo not given) | -7% | 3% | -7% | . | -2% | -14% | 7 | i | 0
COc1ccc2nc(NC(=O)C3COc4ccccc4O3)sc2c1 (stereo not given) | 4% | 7% | 11% | -11% | -5% | 3% | 2 | i | 1
Cn1c(=O)[nH]c(=O)c2c1nc(N1CCCCCC1)n2CCSc1nc2ccccc2o1 | 2% | -3% | 4% | . | -8% | 8% | 4 | i | 2
Cc1ccc(N2CC(C(=O)NCc3cccnc3)CC2=O)cc1 (stereo not given) | -4% | -8% | -23% | 12% | 2% | 14% | 8 | i | 9
COc1ccc(CCNS(=O)(=O)c2ccc(C3CNC(=O)C3)cc2)cc1OC (stereo not given) | -6% | . | . | 6% | . | . | 10 | i | 2
CN1/C(=N\O)c2cccc3cccc1c23 | 9% | 9% | 14% | . | 6% | 10% | 10 | i | 1
COc1ccc(-c2nnc(Nc3nc4c(OC)cccc4s3)o2)c(OC)c1 | 8% | . | . | -1% | . | . | 2 | + | 18
CCCCOc1ccccc1NC(=O)c1ccc(=O)[nH]c1 | -1% | -6% | -9% | 8% | -9% | 5% | 9 | i | 2
Cc1c(C(=O)NCc2ccc3c(c2)OCO3)oc2ccc(S(=O)(=O)N3CCCC3)cc12 | 10% | 8% | 0% | 0% | -6% | 2% | 13 | i | 0
Cc1nc2c(c(C)nn2-c2ccccc2)c(C)c1Cl | 1% | 10% | 7% | -8% | 3% | 8% | 7 | i | 10
COC(=O)c1ccc(OCC(O)CN(CCO)CCO)cc1 (stereo not given) | -13% | -16% | -6% | . | -4% | 12% | 12 | i | 14
COc1ccc(Oc2ncnc3c2oc2ccc(Br)cc23)cc1 | -12% | -4% | 10% | 5% | -2% | 5% | 2 | i | 0
O=S(=O)(c1ccc(F)cc1)N1CCC(N2CCCC2)CC1 | . | -8% | 5% | -6% | -8% | 20% | 50* | i | 14 | Spn PMK inh pilot replicates=2.0;Spn MK inh pilot replicates=2.5*;DPM-DC inhibit pilot screen %=1.0
Cc1ccc(NC(=O)CS(=O)CC(=O)Nc2ccc3c(c2)OCO3)cc1Cl (stereo not given) | -9% | 4% | -3% | 7% | 0% | 24% | 4 | i | 4
CN1CCN(S(=O)(=O)c2ccc(Sc3nc4ccccc4[nH]3)c3nsnc23)CC1 | -3% | 9% | 11% | 19% | -2% | 3% | 10 | i | 10
CC1CCN(S(=O)(=O)c2ccc(NC(=O)Cn3nnc(-c4ccccc4)n3)cc2)CC1 | -5% | 4% | 15% | . | -7% | 13% | 5 | i | 11
CC(C)NC(=O)C1CCCN(S(=O)(=O)c2cccs2)C1 (stereo not given) | 0% | 1% | 1% | 11% | -1% | 6% | 0 | i | 5
O=C1CC(N2CCN(c3ccc(O)cc3)CC2)C(=O)N1Cc1cccs1 (stereo not given) | 9% | 6.8µM* | 12µM* | -5% | 4% | 10% | 8 | i | 5
CCn1cc(C(=O)O)c(=O)c2ccc(C)nc21 | 17% | 10% | -6% | 13% | 5% | 14% | 9 | i | 0 | Spn PMK inh pilot replicates=2.0;Spn MK inh pilot replicates=2.0;DPM-DC inhibit pilot screen %=1.0
O=C(c1ccc(Cl)cc1)C1C2C(=O)N(c3ccccc3)C(=O)C2C2CCCN21 (stereo not given) | 13% | 23% | 25% | -3% | 26% | 11% | 6 | i | 4
O=C(COc1ccccc1)Nn1cnc2ccccc21 | -6% | 1% | -1% | . | 7% | 15% | 9 | i | 0
CC1CCCN(C(=O)c2cc3c(-c4ccc(Cl)cc4)nn(C)c3s2)C1 (stereo not given) | 4% | -9% | -3% | 16% | 1% | 16% | 2 | i | 0 | Spn PMK inh pilot replicates=2.5;Spn MK inh pilot replicates=2.0;DPM-DC inhibit pilot screen %=16
CCOC(=O)C1=C(C)NC2=C(C(=O)CC(C)(C)C2)C1c1cccc(C)n1 (stereo not given) | -10% | -11% | -8% | . | 3% | 3% | 8 | . | 9
Cc1ccc(S(=O)(=O)Nc2ccc(Br)cc2/C=N/n2cnnc2)cc1 | 0% | 2% | 6% | . | -8% | 10% | 6 | i | 5
O=C(NCCC1=CCCCC1)C1CCN(S(=O)(=O)c2ccc(-n3cnnn3)cc2)CC1 | 10% | -33% | -19% | . | -2% | 8% | 5 | i | 0
C=C(C)Cn1c(CCNC(=O)C(C)C)nc2ccccc21 | 21% | -1% | 3% | . | -4% | 5% | 4 | i | 5
COc1cc(=O)[nH]c(=O)n1CC(=O)c1ccccc1 | -3% | 14% | 13% | -2% | -8% | 9% | 2 | i | 4
CCOc1ccc(NC(=O)c2nnn(CC(=O)Nc3ccccc3OC)c2N)cc1 | 6% | -13% | -5% | 7% | 0% | 8% | 0 | i | 6
O=C1CCCC(O)=C1C=NCCc1ccccc1 | 6% | -3% | -4% | -4% | -5% | 8% | 4 | i | 0
O=C(Nc1nnc(-c2cccs2)o1)c1ccco1 | -3% | -23% | -8% | 4% | 4% | -3% | 7 | i | 5
CCc1ccc2[nH]c(=O)c(C(c3nnnn3CCOC)N3CCN(c4ccccc4F)CC3)cc2c1 (stereo not given) | 0% | -22% | 23% | . | -8% | 4% | 3 | i | 10
O=C(CCC(=O)Nc1nnc(C2CCCCC2)s1)NCc1cccs1 | -1% | 4% | 0% | -20% | -5% | 14% | 5 | i | 11
COCCn1nnnc1C(c1ccc(OC)cc1OC)N1CCN(c2ccccc2)CC1 (stereo not given) | -20% | -2% | 11% | 7% | 2% | 14% | 9 | i | 10
COc1ccccc1CNC(=O)C(CCSC)NS(=O)(=O)c1ccc2c(c1)oc(=O)n2C (stereo not given) | 4% | -4% | -2% | 3% | -8% | 7% | 4 | i | 13
COc1cccc(NC(=O)Cn2c(=O)oc3ccccc32)c1 | -10% | 3% | 7% | 8% | 5% | 6% | 0 | i | 3
COC(=O)c1ccc(Cn2c(O)c(N=O)c3ccccc32)o1 | 4% | 10% | 1% | 10% | 0% | 0% | 3 | i | 3
COc1ccc2cc(CCNC(=O)CC(C)(C)C)c(=O)[nH]c2c1 | -4% | . | . | 1% | . | . | 9 | i | 13
CCOC(=O)c1oc2cc(O)cc(C)c2c(=O)c1-c1cscn1 | 0% | 2% | -10% | . | -2% | 6% | 12 | i | 5
CCOC(=O)Cc1csc(NC(=O)CCNS(=O)(=O)c2ccc3c(c2)CCC(=O)N3)n1 | -4% | . | . | 11% | -4% | 8% | 0 | i | 20
CCCC(=O)N(C)c1nnc(-c2ccc(OC)cc2)s1 | -2% | -19% | -12% | . | -8% | 2% | 15 | i | 0
O=C(CNC(=O)c1ccccc1)NCCc1nc2ccccc2[nH]1 | 13% | -12% | -9% | 14% | 3% | 12% | 6 | i | 5
Cc1cccc(N=C2NC(=O)CS2)c1 | 2% | -19% | -31% | -1% | 0% | 24% | 5 | i | 11

Reprinted from above (eight entries):
SMILES | HT1080 cytotoxicity | HPDE-C7 viability | HPDE-C7K KRASV12 | LYP inhibition | Bfl-1 inhibitors | Alkaline phosphatase | Spn MK inh | DPM-DC inhibit | Spn PMK inh | others
COc1cc(=O)[nH]c(=O)n1CC(=O)c1ccccc1 | -3% | 14% | 13% | -2% | -8% | 9% | 2 | i | 4
CCOc1ccc(NC(=O)c2nnn(CC(=O)Nc3ccccc3OC)c2N)cc1 | 6% | -13% | -5% | 7% | 0% | 8% | 0 | i | 6
O=C1CCCC(O)=C1C=NCCc1ccccc1 | 6% | -3% | -4% | -4% | -5% | 8% | 4 | i | 0
O=C(Nc1nnc(-c2cccs2)o1)c1ccco1 | -3% | -23% | -8% | 4% | 4% | -3% | 7 | i | 5
CCc1ccc2[nH]c(=O)c(C(c3nnnn3CCOC)N3CCN(c4ccccc4F)CC3)cc2c1 (stereo not given) | 0% | -22% | 23% | . | -8% | 4% | 3 | i | 10
O=C(CCC(=O)Nc1nnc(C2CCCCC2)s1)NCc1cccs1 | -1% | 4% | 0% | -20% | -5% | 14% | 5 | i | 11
COCCn1nnnc1C(c1ccc(OC)cc1OC)N1CCN(c2ccccc2)CC1 (stereo not given) | -20% | -2% | 11% | 7% | 2% | 14% | 9 | i | 10
COc1ccccc1CNC(=O)C(CCSC)NS(=O)(=O)c1ccc2c(c1)oc(=O)n2C (stereo not given) | 4% | -4% | -2% | 3% | -8% | 7% | 4 | i | 13
